DT40 TDP1 CPT = DT40-hTDP1 cell growth loss with CPT; Potency, µM (top dose mostly 46.2 µM), for inactives: at the highest dose activity change, negative = growth inhibition, most hits filed as inhibitors; 420,000 tested, 12% active; chicken DT40 Tdp1-/-;hTDP1 cells + 20 nM CPT, ATP luminescence, 48 h; also: nearly all actives have a fitted effect of over 55% in size
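Cell growth measured by CellTiter-Glo luminescence after a minimum 48 h, 37 C compound exposure with 20 nM CPT in Tdp1-knockout DT40 cells stably expressing hTDP1, seeded 400/well; qHTS titration format.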
DT40 TDP1 no CPT = qHTS for Inhibitors of human tyrosyl-DNA phosphodiesterase 1 (TDP1): qHTS in cells in absence of CPT; DT40 Tdp1-/- hTDP1 cells, no CPT, ATP luminescence, 48 h; Potency, µM (series often up to 46.2 µM), for inactives: at the top dose activity change, negative = growth inhibition, hits mostly inhibitors; 420,000 tested, 15% active; AID 686978, 2013; also: nearly all actives have a fitted effect of over 55% in size
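Stably hTDP1-transfected Tdp1-null chicken DT40 cells were treated with library compounds minus camptothecin and grown for at least 48 hr at 37 °C, after which cellular ATP was quantified by luminescence.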
GCN5L2 inh = GCN5L2 (KAT2A) acetyltransferase inhibition; GCN5L2 HAT assay, ThioGlo1 CoA-SH fluorescence; 390,000 tested, 0.21% active; Q92830; Potency, µM (highest dose often 58.9 µM), inactives show at the top dose activity change, negative = inhibition, most hits filed as inhibitors
Target sequence (Q92830 whole entry, looked up): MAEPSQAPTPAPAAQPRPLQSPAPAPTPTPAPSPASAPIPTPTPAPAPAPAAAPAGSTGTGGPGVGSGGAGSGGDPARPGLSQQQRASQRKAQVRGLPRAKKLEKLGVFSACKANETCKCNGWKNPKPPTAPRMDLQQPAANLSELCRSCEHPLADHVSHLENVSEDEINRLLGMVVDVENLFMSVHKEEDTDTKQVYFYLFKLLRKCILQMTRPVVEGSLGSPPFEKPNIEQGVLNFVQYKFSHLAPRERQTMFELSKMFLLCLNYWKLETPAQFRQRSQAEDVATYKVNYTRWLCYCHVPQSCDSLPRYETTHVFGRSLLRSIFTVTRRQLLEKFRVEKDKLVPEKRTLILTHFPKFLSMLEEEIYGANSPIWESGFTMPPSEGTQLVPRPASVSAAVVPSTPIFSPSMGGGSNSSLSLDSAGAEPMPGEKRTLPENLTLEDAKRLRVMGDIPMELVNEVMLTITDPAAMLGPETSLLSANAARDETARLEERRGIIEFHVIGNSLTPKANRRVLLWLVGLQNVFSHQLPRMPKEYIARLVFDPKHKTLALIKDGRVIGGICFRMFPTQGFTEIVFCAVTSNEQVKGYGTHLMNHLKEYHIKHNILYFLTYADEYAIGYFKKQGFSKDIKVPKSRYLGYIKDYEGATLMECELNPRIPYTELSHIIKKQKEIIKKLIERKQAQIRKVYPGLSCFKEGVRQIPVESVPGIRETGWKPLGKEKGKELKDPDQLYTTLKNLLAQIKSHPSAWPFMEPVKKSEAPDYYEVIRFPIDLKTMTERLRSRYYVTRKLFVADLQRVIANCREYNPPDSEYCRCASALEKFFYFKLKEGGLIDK
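GCN5L2 (20 nM) in 50mM HEPES pH 7.5, 0.1mM EDTA, 0.01% Tween-20 preincubated 15 min with compounds at room temperature. Reaction started with H3(1-25) 75uM, acetyl-CoA 70uM, ThioGlo1 50uM; CoA-thiol fluorescence (Ex340/Em540) read at 0 and 20 min.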
Starred values were filed as active, the others as inactive; u = inconclusive; x = no result given; & = joins results of further samples; [ ] = another dose, or the depositor's remark. Calls follow the shape of the dose curve; as a rule, active = well fitted curve in the direction sought with a large enough effect; inconclusive = small, poorly fitted or top-dose-only effect, or another doubt; inactive = no such curve, though single readings can be large; an effect the other way counts as inactive or inconclusive. % is scaled to controls: 0 for no effect and ±100 for the full control effect; potency is read from the fitted curve at half-maximal effect. These rows are one share of the data. The share of hits here may be higher or lower than overall.

SMILES	DT40 TDP1 CPT	DT40 TDP1 no CPT	GCN5L2 inh
CC(C)c1ccccc1OCC(=O)Nc1nnc(C2CC2)s1	14%	-15%	-7%
CC(C)N(Cc1nccn1C)C(=O)c1ccc(OC2CCN(C(=O)C3CC3)CC2)cc1	-15%	u	-7%
Cc1ccn2c(-c3csc(NCc4ccco4)n3)c(C)nc2c1	15µM*	18µM*	-2%
O=C(Nc1c[nH]c(=O)[nH]c1=O)c1cccc([N+](=O)[O-])c1	u	-11%	-4%
O=C(c1ccc(Cl)c(S(=O)(=O)N2CCCCC2)c1)N1CCN(Cc2ccccc2)CC1	u	u	-8%
NC(=O)CN(c1ccc([N+](=O)[O-])cc1)S(=O)(=O)c1ccccc1	9%	-3%	-2%
COc1ccc(Br)cc1CNC(=O)c1cc2c(=O)n(C)c3ccccc3c2s1	8%	-22%	-3%
CC(OC(=O)Cc1ccccc1[N+](=O)[O-])C(=O)NC(=O)NC1CCCCC1 (centres undefined)	-8%	-10%	2%
N#C/C(=C\c1ccccc1)C(=O)Nc1cccnc1	1%	6%	-12%
c1ccc(-c2cn3nc4c(nc3n2)CCCC4)cc1	u	u	u
C/C(=N\OCC(=O)OCC(=O)NCc1ccccc1)c1ccc2c(c1)OCO2	-1%	u	1%
Cc1cc(C)c(NC(=O)C(C)n2c(=O)cc(C)c3c(C)nn(-c4ccccc4)c32)c(C)c1 (centres undefined)	u	u	-9%
CC(OC(=O)CNC(=O)c1ccc2ccccc2c1)C(=O)N(C)C1CCCCC1 (centres undefined)	-15%	-13%	-3%
CCCCNC(=O)c1onc(CSc2cccc(OCC)c2)c1C(=O)O	-25%	-7%	2%
Cc1ccc(S(=O)(=O)NCc2nc3nc(C)cc(C)n3n2)c(C)c1	1%&-2%	11%&-18%	-3%&0%
Cc1ccc(-c2nc(CS(=O)CC(=O)NCCc3ccc(Cl)cc3)c(C)o2)cc1 (centres undefined)	u	u	-1%
CN(CC(=O)Nc1ccccc1Cl)CC(=O)Nc1c(F)cccc1F	4%	-14%	-4%
COC(=O)c1c(-c2c(Cl)cccc2Cl)noc1NC(=O)NN1CCOCC1	-8%	-19%	4%
Cn1cnnc1SCC(=O)Nc1ccccc1C(=O)NC1CC1	14%	12%	-1%
Cc1ccc(C)c(Cn2c(=O)n(CCCCCC(=O)NCc3ccc4c(c3)OCO4)c(=O)c3sccc32)c1	u	u	-8%
Cc1ccc2c(c1)NC(=O)C(CC(=O)NCCCN1CCN(c3cc(C)ccc3C)CC1)O2 (centres undefined)	8.2µM*	7.3µM*	-3%
COCCSc1nnc(NC(=O)C2CC(=O)N(C3CCCC3)C2)s1 (centres undefined)	-1%	-1%	-2%
O=c1oc(Cc2ccccc2)nc2ccccc12	-10%	-24%	-2%
CCOc1ccc(NC(=O)c2c(NCc3cccnc3)sc3c2CCC(C)C3)cc1 (centres undefined)	15µM*	15µM*	-18%
CCOC(=O)[C@]12CCC=C1N(Cc1ccc(Cl)cc1Cl)C(=O)[C@H](CC(=O)NCc1ccccc1)C2	u	23µM*	x
COc1ccc(NC(=O)CN(C)C(=O)c2cc(C)on2)cc1	-9%	-3%	-3%
CCCCn1nnnc1C(c1ccccc1)N1CCN(c2ccccc2)CC1 (centres undefined)	u	u	x
O=C(c1ccccc1Cl)N1CCCCC1CCN1CCOCC1 (centres undefined)	-20%	-16%	2%
CCc1nnc(NC(=O)CSc2nnc(-c3ccccc3O)n2CC)s1	1%	-12%	-2%
COc1ccc(-c2cc3c(=O)n(CC(=O)NCc4ccc(F)cc4)ncn3n2)cc1	u	u	u
CCOC(=O)c1cc2nc(Nc3ccc(OC)cc3)sc2s1	-14%	-11%	-4%
CC1CCN(C(=O)CSc2nnc(CNC(=O)COc3ccc(Cl)cc3)o2)CC1	-16%	-8%	-8%
CCn1cc(C(=O)OCC(=O)Nc2cc(OC)cc(OC)c2)c(=O)c2ccc(C)nc21	-2%	1%	0%
OCCCc1nc2n(n1)C(c1ccccc1Cl)C=C(c1cccs1)N2 (centres undefined)	u	-22%	u
CCOC(=O)N1CCC(NC(=O)COc2cc(=O)n(C)c3ccccc23)CC1	u	-5%	-4%
CSc1nc(-c2ccco2)nn1C(=O)c1ccco1	-9%	-22%	-1%
COc1ccc(CCNC(=O)C(=O)Nc2ccc3c(c2)OCCO3)cc1OC	0%	14%	2%
Cc1cc(NCCCN2CCOCC2)n2ncc(-c3ccc(Cl)cc3)c2n1	u	u	-2%
O=C(CSc1nc2ccccc2s1)N1N=C(c2cccs2)CC1c1ccc(F)cc1 (centres undefined)	u	u	-11%
O=C(CN(C1CCCCC1)S(=O)(=O)c1ccc(Br)cc1)NCc1ccncc1	-2%	u	-3%

An excerpt from above in order of SMILES length, largest number first:
SMILES	DT40 TDP1 CPT	DT40 TDP1 no CPT	GCN5L2 inh
CCn1cc(C(=O)OCC(=O)Nc2cc(OC)cc(OC)c2)c(=O)c2ccc(C)nc21	-2%	1%	0%
O=C(CSc1nc2ccccc2s1)N1N=C(c2cccs2)CC1c1ccc(F)cc1 (centres undefined)	u	u	-11%
CCOC(=O)N1CCC(NC(=O)COc2cc(=O)n(C)c3ccccc23)CC1	u	-5%	-4%
COc1ccc(CCNC(=O)C(=O)Nc2ccc3c(c2)OCCO3)cc1OC	0%	14%	2%
OCCCc1nc2n(n1)C(c1ccccc1Cl)C=C(c1cccs1)N2 (centres undefined)	u	-22%	u
CCOC(=O)c1cc2nc(Nc3ccc(OC)cc3)sc2s1	-14%	-11%	-4%
CSc1nc(-c2ccco2)nn1C(=O)c1ccco1	-9%	-22%	-1%

Next records follow:
SMILES	DT40 TDP1 CPT	DT40 TDP1 no CPT	GCN5L2 inh
CNC(=O)CN(CCN(CCN(CC(=O)[O-])CC(=O)NC)CC(=O)[O-])CC(=O)[O-].O.[Gd+3]	-1%&2%	2%&1%	x
Cc1nc2ncnn2c(C)c1CCC(=O)NCc1ccccc1Cl	19%	0%	3%
CCCC[C@@H]1CN=C(N)N1CC(C)(C)C	u	23µM*	x
COc1cccc(C(=O)Oc2cccc(N3C(=O)C4C5CC(C(Br)C5Br)C4C3=O)c2)c1 (centres undefined)	-3%	-6%	x
COc1cccc(OCc2cc(C(=O)N3CCN(C4CCCC4)CC3)no2)c1	-7%	-12%	0%
CC(=O)c1ccc(Cc2ncc(C(F)(F)F)cc2Cl)s1	-6%	-26%	12%
Cc1ccc(NC(=O)COC(=O)c2c[nH]c3ccccc23)cc1C	8%	1%	-11%
COC(=O)CNC(=O)c1cn(CC(C)C)c(=O)c2cc(OC)c(OC)cc12	u	-14%	-1%
CC(=O)NC(c1cccc(F)c1)c1nc(-c2cnn(C)c2)cs1 (centres undefined)	u	23µM*	x
COc1ccc(/C=C/C(=O)NC(=S)NNC(=O)c2cccs2)cc1OC	u	u	9%
COc1ccc(CN(C)CCCn2ccc(NC(=O)OCc3ccccc3)nc2=O)cc1OC	5%	-26%	x
CCc1nc2c(OCc3cc(Cl)cc(Cl)c3)cccn2c1N(C)C(=O)c1cccc(OC)c1	u	u	x
COc1cc(-c2ccc(NC(=O)CN3CCC(C)CC3)c(OC)c2)ccc1NC(=O)CN1CCC(C)CC1	23µM*	18µM*	2%
CCOC(=O)c1cc2c(=O)n3ccccc3nc2n(CCCOC)c1=NC(=O)c1cc2ccccc2o1	23µM*	18µM*	-2%
CS(=O)(=O)N1CCCC(C(=O)Nc2ccccc2C(F)(F)F)C1 (centres undefined)	1%	-8%	-1%
CSc1nc(C)cc(OCC(=O)N2CCOCC2)n1	3%	0%	-2%
COc1ccc(CCNC(=O)c2ccc3c(c2)N(Cc2ccc(F)cc2)C(=O)c2ccccc2S3(=O)=O)cc1OC	u	12µM*	-10%
C[C@H](CO)N1C[C@H](C)[C@@H](CN(C)C(=O)NC2CCCCC2)Oc2c(NC(=O)C3CC3)cccc2C1=O	6%	-2%	-1%
O=C(CN1CCN(C(=O)c2ccc(-c3nc4ccccc4s3)o2)CC1)Nc1ccc(F)cc1	u	26µM*	-9%
Cc1ccsc1C(=O)OCC(=O)c1ccc(OC(F)F)cc1	-4%	-18%	-5%

Reformatted: 3 of the compounds above.
canonical_smiles | DT40 TDP1 CPT | DT40 TDP1 no CPT | GCN5L2 inh
CCOC(=O)c1cc2c(=O)n3ccccc3nc2n(CCCOC)c1=NC(=O)c1cc2ccccc2o1 | 23µM* | 18µM* | -2%
CS(=O)(=O)N1CCCC(C(=O)Nc2ccccc2C(F)(F)F)C1 (centres undefined) | 1% | -8% | -1%
CSc1nc(C)cc(OCC(=O)N2CCOCC2)n1 | 3% | 0% | -2%

Next structures follow:
SMILES	DT40 TDP1 CPT	DT40 TDP1 no CPT	GCN5L2 inh
O=C(CCCCCNC(=O)c1ccccc1)N/N=C/c1ccc(O)cc1O	-19%	-30%	2%
Cc1ccc(Cl)cc1NC(=O)N1CCC(CN2CCc3ccccc3C2)CC1	-11%	-13%	-2%
COc1cccc(C(NC(C)=O)c2nc(-c3cccnc3)cs2)c1 (centres undefined)	-21%	-27%	x
O=C(CCN1CCCCCC1)Nc1ccc(F)c(F)c1	-10%	0%	-6%
CC(=O)c1ccccc1OCC(O)CN1CCN(CCN2C(=O)c3cccc4cccc(c34)C2=O)CC1 (centres undefined)	6.5µM*	6.5µM*	14%
CC1CCN(c2nnc(N3CCC(C)CC3)c3ccccc23)CC1	u	u	-5%
Cc1cc(C)c(C(=O)N2CCCC(CNS(=O)(=O)N(C)C)C2)o1 (centres undefined)	-7%	17%	-3%
COc1ccc(-c2nc(CSCC(=O)N3CCN(C(=O)c4ccco4)CC3)c(C)o2)cc1OC	u	-17%	-20%
CC(=O)N1CCC2(CC1)CCN(C(=O)Nc1cccc(C#N)c1)CC2	1%	0%	1%
Cc1ccc(NC(=O)CN2C(=O)COc3ccc(S(=O)(=O)Nc4ccccc4)cc32)c(C)c1	u	u	5%
CCCCN(C(=O)c1ccc(-c2ccc(Cl)cc2)o1)c1c(N)n(CCCC)c(=O)[nH]c1=O	u	u	-1%
NC(=O)c1cccnc1Nc1cccc(F)c1	11%	1%	0%
CCOC(=O)C1CCN(C(=O)CCNC(=O)Cn2ccc3ccccc3c2=O)CC1	-12%	3%	-2%
Cc1ccc2nc(NC(=O)[C@H](C)N3C(=O)C4CC=CCC4C3=O)sc2c1 (some centres undefined)	10%	-5%	-17%
CCc1nnc(NC(=O)CCC(=O)N2CCN(Cc3cc(F)ccc3OC)CC2)s1	-28%	-16%	-12%
COc1ccc(CSc2nncn2N)cc1Br	0%	-14%	-4%
S=c1[nH]nc(COc2ccc(Cl)cc2)n1Cc1ccco1	4%	21µM*	-7%
CCCCOCCCNC(=O)c1ccc(NC(C)=O)cc1	5%	2%	-3%
CC(=O)Nc1nnc(CCS(=O)(=O)c2ccc(C)cc2)s1	-12%	u	x
CCc1ccc(OCC2c3cc(OC)c(OC)cc3CCN2C(=S)NCCOC)cc1 (centres undefined)	u	u	-11%
COc1ccc(/C(C)=N/Nc2ccccc2Cl)c(O)c1	-10%	-1%	u
CCC(=O)O[C@H](CC(=O)O)C[N+](C)(C)C	-3%	-8%	-15%
COc1ccc(-c2nc(Cn3c(SCc4ccc(C)cc4)nc4cccnc43)c(C)o2)cc1OC	5.2µM*	u	-14%
c1ccc2[nH]c(CN3CCCCC3)nc2c1	-3%	-4%	-2%
Cc1ccc(NC(=O)C(Nc2ccccc2)c2ccccc2)cc1 (centres undefined)	0%	-1%	-8%
C/C(=N/NC(=O)c1ccco1)c1ccc(Br)s1	-14%	0%	1%
CN(C)c1ncc(S(=O)(=O)c2ccc(Cl)cc2)c(-c2ccc(Cl)cc2Cl)n1	-27%	u	-4%
Cc1c(C(=O)NCCCN2CCCC2=O)oc2ccccc12	7%	-20%	-20%
CCn1c(=O)n(CC)c2cc([N+](=O)[O-])ccc21	2%	2%	-3%
CCc1ccc(N(CC(=O)Nc2sc3c(c2C(=O)OC)CCCC3)S(C)(=O)=O)cc1	23µM*	23µM*	-8%
O=C(NCc1ccco1)C1CCCN1C(=O)Nc1ccc(Cl)cc1 (centres undefined)	u	16µM*	-3%
Cc1ccc(Cc2c(-c3ccccc3)nc3ccc(Br)cn23)cc1	u	u	x
CCc1ccc(-n2c(=O)c3c4c(sc3n(CC(=O)NCCCOC)c2=O)CCCC4)cc1	u	u	-15%
CN(C)c1ncc2nc(CCc3ccccc3)c(=O)n(Cc3cccs3)c2n1	u	16µM*	-19%
O=C(Nc1cc(S(=O)(=O)N2CCCC2)ccc1OCC(F)(F)F)c1ccc(F)cc1	-1%	-20%	2%
COc1ccccc1NC(=O)N1CCN(C)CC1	7%	0%	38%[activator]

Assay outcomes (PubChem)
